# Jurkat NFkB inh: inhibitors of induced NF-kB luciferase reporter, primary screen, TCR NF-kB activation inhibitor project, cell-based, luminescence, uHTS; inhibition, % at 4 µM; Jurkat, PMA/ionomycin-induced NF-kB luciferase reporter; hit rate 0.53% among 330,000; AID 435003, 2010
# EBI2 block: EBI2 receptor antagonists, beta-arrestin recruitment, primary screen, cell-based, luminescence, 7a,25-OHC stimulation, uHTS; G-protein coupled receptor 183 (Homo sapiens), P32249; 7a,25-OHC stimulated; inhibition, % at 5 µM; hit rate 0.81% among 360,000; AID 651636, 2012; in the data active = inhibition above about 38%;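 note: enzyme fragment complementation signal reports receptor beta-arrestin coupling in cells; 0% = agonist plus DMSO wells and 100% = wells without agonist; some results beyond the cut were filed as inactive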
# UBC13 polyUb: UBC13 polyubiquitin chain formation inhibitors, primary screen, biochemical, TR-FRET, uHTS | Ubiquitin-conjugating enzyme E2 N (Homo sapiens), P61088 | inhibition, % at 20 µM | hit rate 0.47% among 330,000; in the data active = inhibition above about 45%, passing the limit was not always enough
# 697 NFkB inh: inhibitors of PMA/ionomycin-induced NF-kB reporter, 697 cells, primary screen, B-cell NF-kB inhibitor project, cell-based, luminescence, uHTS. 697 B-cell NF-kB luciferase reporter, 16 h. inhibition, % at 4 µM. hit rate 0.33% among 330,000. AID 435022, 2010; in the data active = inhibition above about 35%
# Apaf-1 inh: inhibitors of human Apaf-1 apoptosome, primary screen, biochemical, DEVD-Rh110 fluorescence, uHTS; hit rate 0.71% among 330,000; reconstituted apoptosome caspase-3 activity; AID 489030, 2010; inhibition, % at 20 µM; active = inhibition of at least 40% at 20 µM;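 note: plate controls were DMSO wells for no effect and DEVD-CHO caspase inhibitor wells for full effect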
# Target sequence (O14727 whole entry, looked up): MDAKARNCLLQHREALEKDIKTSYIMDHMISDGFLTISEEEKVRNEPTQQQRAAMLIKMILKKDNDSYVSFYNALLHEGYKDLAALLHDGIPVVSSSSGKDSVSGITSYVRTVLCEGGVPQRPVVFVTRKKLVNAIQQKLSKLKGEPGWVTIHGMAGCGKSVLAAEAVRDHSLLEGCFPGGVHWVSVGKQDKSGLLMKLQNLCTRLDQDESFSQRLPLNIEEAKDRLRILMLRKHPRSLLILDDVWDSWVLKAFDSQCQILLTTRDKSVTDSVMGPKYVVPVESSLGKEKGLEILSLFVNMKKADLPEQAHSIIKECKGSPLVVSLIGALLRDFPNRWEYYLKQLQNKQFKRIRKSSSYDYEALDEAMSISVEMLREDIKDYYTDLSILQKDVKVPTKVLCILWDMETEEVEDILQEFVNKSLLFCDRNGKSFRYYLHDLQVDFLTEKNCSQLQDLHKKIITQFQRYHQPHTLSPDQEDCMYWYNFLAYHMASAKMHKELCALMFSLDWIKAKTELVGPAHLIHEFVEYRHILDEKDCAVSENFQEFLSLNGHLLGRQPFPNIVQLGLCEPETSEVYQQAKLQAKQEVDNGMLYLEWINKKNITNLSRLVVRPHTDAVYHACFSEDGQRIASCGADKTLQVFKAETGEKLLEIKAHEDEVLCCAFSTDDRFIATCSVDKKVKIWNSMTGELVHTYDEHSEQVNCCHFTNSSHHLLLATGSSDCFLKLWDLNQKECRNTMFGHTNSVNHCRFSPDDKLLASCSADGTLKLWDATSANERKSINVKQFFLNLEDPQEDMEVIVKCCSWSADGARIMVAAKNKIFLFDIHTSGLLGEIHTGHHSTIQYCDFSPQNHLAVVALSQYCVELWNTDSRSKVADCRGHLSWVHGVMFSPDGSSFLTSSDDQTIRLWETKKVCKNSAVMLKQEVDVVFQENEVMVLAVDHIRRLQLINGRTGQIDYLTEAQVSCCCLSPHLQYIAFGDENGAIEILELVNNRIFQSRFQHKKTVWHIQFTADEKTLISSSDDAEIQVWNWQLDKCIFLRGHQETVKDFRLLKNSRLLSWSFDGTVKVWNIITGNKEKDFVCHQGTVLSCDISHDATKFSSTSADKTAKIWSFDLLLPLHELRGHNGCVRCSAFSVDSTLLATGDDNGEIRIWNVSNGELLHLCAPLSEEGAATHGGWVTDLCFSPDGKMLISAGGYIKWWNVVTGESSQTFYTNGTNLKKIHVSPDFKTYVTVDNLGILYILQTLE
#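 Material: cell-free apoptosome with Apaf-1, procaspase-3 and caspase-9; Buffer or medium: Hepes pH 7.5 with detergent and BSA; Reagent: cytochrome c trigger plus (Z-DEVD)2-Rh110 caspase-3 substrate; Times: compound with Apaf-1, dATP, procaspase-3 30 min, then 50 min reaction, room temperature; Technique: Rh110 fluorescence intensity.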
# SENP8 block: SENP8 protease inhibitors, primary screen, biochemical, luminescence; Sentrin-specific protease 8 (Homo sapiens), Q96LD8; purified SENP8, Z-RLRGG-aminoluciferin cleavage; inhibition, % at 10 µM; hit rate 1.2% among 330,000; AID 2540, 2010
# CCR6 antag: CCR6 receptor antagonists, primary screen, cell-based, CHO-K1, luminescence, beta-arrestin, uHTS; CHO-K1 CCR6 PathHunter beta-arrestin, CCL20-stimulated; inhibition, % at 20 µM; hit rate 0.49% among 340,000; AID 493098, 2011;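 active = compounds whose inhibition of the agonist-driven luminescence signal at 20 µM reaches about 50%, limit read from the data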;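 note: cells stimulated with CCL20 at 14 nM final; plate controls were DMSO with CCL20 for no effect and DMSO without agonist for full effect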
# Gli-Sufu antag: Gli-Sufu pathway antagonists, primary screen, luciferase luminescence, Sufu-KO-LIGHT cells, uHTS | hit rate 0.74% among 340,000 | inhibition, % at 5 µM | Sufu-KO-LIGHT fibroblasts, Gli luciferase reporter luminescence;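 active = inhibition above about 55%, limit read from the data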;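 note: 0% = DMSO-treated cells and 100% = wells with medium but no cells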
# Numbers without * were called inactive; x = not tested or not shown. Cut-off read from the data, not from the text of the source, unless noted: active = inhibition above about 50%; inactive = the rest.
canonical_smiles,Jurkat NFkB inh,EBI2 block,UBC13 polyUb,697 NFkB inh,Apaf-1 inh,SENP8 block,CCR6 antag,Gli-Sufu antag
O=C1c2ccccc2C(=O)N1Cc1nc(-c2ccncc2)no1,5,-3,11,-1,-14,-2,0,19
CCc1cc2c(=O)n(Cc3ccco3)c(SCC(=O)NC3CCS(=O)(=O)C3)nc2s1 (stereo unspecified),10,2,-2,11,3,-4,8,2
Cc1ccc(C(=O)N/N=C2\CC3CC=CC23)c(C)c1 (stereo unspecified),2,-12,4,-1,-8,0,15,-10
CCOC(=O)N1CCN(C(=O)COc2cc(=O)n(C)c3ccccc23)CC1,7,3,7,28,-6,-5,-22,6
CC(C)c1nc(SCC(=O)N2CC(=O)Nc3ccccc32)c2ccccc2n1,11,5,2,-14,-1,-4,11,21
Cc1cc(C)c(S(=O)(=O)c2ccccc2C)c(N(C)C)n1,-5,9,1,3,-4,-6,33,5
CCc1ccc(CC2S/C(=C(\C#N)C(C)=O)NC2=O)cc1 (stereo unspecified),-6,-1,-9,-184,4,-4,8,0
COc1ccc(C(=S)N2CCOCC2)cc1OC(=O)c1cccc([N+](=O)[O-])c1,5,-8,7,10,-13,-1,18,-8
COc1ccccc1NC(=S)NC(NC(=O)c1ccco1)C(Cl)(Cl)Cl (stereo unspecified),-3,-1,8,-1,5,-2,17,4
CCNC(=S)N(Cc1ccccc1)Cc1nc2ccccc2c(=O)[nH]1,-5,-5,10,-27,2,-2,-3,-5
COc1ccc(C(=O)NCCCSC)cc1OC1CCN(C(C)C)CC1,-8,-11,10,-1,1,-3,4,6
CCC1CCCCN1C(=O)c1ccc(OC2CCN(C(=O)COC)CC2)cc1 (stereo unspecified),4,2,3,-2,4,0,11,20
Cc1sc(NC(=O)C2=COCCO2)c(C#N)c1C,-25,-8,-10,-52,-5,-6,3,-43
O=[N+]([O-])c1cc(Cl)cc(/C=N/NC(=S)Nc2ccc(S(=O)(=O)N3CCOCC3)cc2)c1O,7,10,-46,3,6,-1,60*,1
O=C(CC(=O)Nc1ccccc1[N+](=O)[O-])Nc1ccccc1[N+](=O)[O-],-4,-13,5,2,15,-3,15,17
Cc1cnc(NC(=O)C2CC(=O)N(c3ccc4c(c3)OCCO4)C2)s1 (stereo unspecified),0,0,7,-3,-3,9,20,-16
Cc1ccc(C(=O)Nc2ccc3nc(C)sc3c2)s1,-117,8,8,-107,-6,0,-5,9
Cc1ccccc1C(=O)NC(=S)Nc1ncccn1,-14,0,-1,-42,-9,5,16,-24
COc1cc2[nH]c(C(=O)Nc3ccc(F)cc3)cc2c(OC)c1OC,29,2,2,2,8,-3,x,x
Cc1ccc(-c2nc(NCc3ccco3)c3ccccc3n2)cc1,-59,6,12,-74,14,-2,-2,2
COc1ccc(CNC(=O)CCCn2nc(C)n3c(cc4sccc43)c2=O)cc1,1,-15,-4,11,-9,-5,5,-14
CCOc1cc(/C=C2/C(=O)N(c3ccccc3)N=C2C)ccc1OC(=O)c1cccs1,-22,-5,-67,16,69*,-6,19,15
Cc1oc(-c2ccccc2F)nc1CN1CCC(C(=O)NCc2cccnc2)CC1,3,2,2,6,-7,10,6,8
N#CCC(=O)N/N=C/c1c(-c2ccccc2)n(-c2ccccc2)c2ccccc12,0,-4,-10,-19,24,5,21,13

# Whole records from above.
# Results for Cc1ccc(-c2nc(NCc3ccco3)c3ccccc3n2)cc1 : Jurkat NFkB inh: -59; EBI2 block: 6; UBC13 polyUb: 12; 697 NFkB inh: -74; Apaf-1 inh: 14; SENP8 block: -2; CCR6 antag: -2; Gli-Sufu antag: 2
# Results for COc1ccc(CNC(=O)CCCn2nc(C)n3c(cc4sccc43)c2=O)cc1 : Jurkat NFkB inh: 1; EBI2 block: -15; UBC13 polyUb: -4; 697 NFkB inh: 11; Apaf-1 inh: -9; SENP8 block: -5; CCR6 antag: 5; Gli-Sufu antag: -14

# Of the compounds above, two have fluorine.
canonical_smiles,Jurkat NFkB inh,EBI2 block,UBC13 polyUb,697 NFkB inh,Apaf-1 inh,SENP8 block,CCR6 antag,Gli-Sufu antag
COc1cc2[nH]c(C(=O)Nc3ccc(F)cc3)cc2c(OC)c1OC,29,2,2,2,8,-3,x,x
Cc1oc(-c2ccccc2F)nc1CN1CCC(C(=O)NCc2cccnc2)CC1,3,2,2,6,-7,10,6,8

# More entries:
canonical_smiles,Jurkat NFkB inh,EBI2 block,UBC13 polyUb,697 NFkB inh,Apaf-1 inh,SENP8 block,CCR6 antag,Gli-Sufu antag
Cc1ccc(C(=O)NCCOc2cccc3cccnc23)cc1Cl,-1,0,7,5,2,7,6,-3
Cc1ccc(/C(=N/Nc2nc3ccccc3s2)C2=C(O)c3ccccc3C2=O)cc1,-2,17,-26,-36,11,-3,11,-2
CC(C)Cn1c(N)c(C(=O)COC(=O)c2ccc(Cl)cc2)c(=O)n(C)c1=O,-6,3,-9,-26,5,6,7,19
NC(=NC(=O)c1cccc(C(F)(F)F)c1)c1ccc(C(F)(F)F)cn1,5,3,6,-11,6,1,7,-1
CCCS(=O)(=O)N1CCC(C(=O)NCCC(C)C)CC1,-11,-1,2,9,-11,3,-6,2
Cc1nc2ccccc2nc(=O)c1NNc1ccc([N+](=O)[O-])cc1,14,-1,-38,3,1,2,14,2
CC(=O)N1CCC(=O)N(C(C)C)c2ccccc21,-12,-2,2,-13,-2,0,1,1
CCCCNC(=O)/C=C/c1cccs1,-22,-12,-6,-1,7,1,6,-21
Cc1cnc(CN2CCc3c([nH]c4ccccc34)C2C2CCCCC2)[nH]1 (stereo unspecified),24,8,7,1,16,-2,5,20
CO/N=C(/CNC(=O)c1ccc(Cl)cc1Cl)c1ccc(Cl)cc1,2,12,-3,-5,4,-3,17,24
CCOC(=O)c1cc(OC(=O)c2cccc([N+](=O)[O-])c2)n(-c2ccccc2)n1,0,10,-8,0,-4,-6,7,7
COc1ccc(C2SCCN2C(=S)Nc2ccc(F)cc2)cc1 (stereo unspecified),-12,9,-5,-5,-3,-11,7,6
O=C(COC(=O)c1ccc([N+](=O)[O-])s1)NC(=O)NCc1ccccc1,2,-3,-3,9,33,66*,8,-3
CCOC(=O)N1CCC(N(CCN(C)C)C(=S)Nc2cc(C)ccc2C)CC1,5,-4,2,5,-1,-6,8,16
CCCCCCC1CCC(C(=O)N2CCOCC2)CC1 (stereo unspecified),0,0,-6,9,16,-13,-4,4
Cc1ccccc1C(=O)Nc1c(C(=O)N(CCN(C)C)Cc2ccco2)oc2ccccc12,0,7,9,11,-7,6,14,9
CCOc1ccc(S(=O)(=O)N2CCCC(C(=O)NCc3ccncc3)C2)cc1Cl (stereo unspecified),2,-1,1,11,14,-8,1,-13
COC(=O)c1c(NC(=O)CN2CCN(c3ccccc3Cl)CC2)sc(C)c1C,-11,4,-2,28,16,1,4,3
COc1ccccc1C(=O)Nc1cc(C)on1,-24,-7,-11,-30,7,-8,-5,-24
NC(N)=NCCCC(NC(=O)c1ccccc1)C(=O)Nc1ccc([N+](=O)[O-])cc1 (stereo unspecified),12,-2,27,-6,0,9,14,0
C=CCN1C(=O)c2ccccc2Sc2ccc(C(=O)NCC(OC)OC)cc21,-1,5,-2,-11,9,-14,16,4
CC(C)n1cc(CN2CCC(C(=O)Nc3ccc(Oc4ccccc4F)cc3)CC2)cn1,27,0,10,-13,13,2,3,31
CCOc1ccc(CNC(=O)C2CCC(=O)N2C2CCCC2)cc1OC (stereo unspecified),-10,-14,-2,0,-18,-3,0,-6
O=S(=O)(Nc1ccc(-n2cccc2)cc1)c1ccc(F)cc1,-2,5,4,11,8,-1,-3,-2
Cc1cc(C)nc(SCNC(=O)c2ccccc2)n1,-8,-15,-2,-3,-14,-5,-17,-2
CCN1C(=O)C(C(=O)NC(C)c2ccccc2)C2CC1(C)Oc1ccccc12 (stereo unspecified),9,3,-4,17,0,7,2,-6
COc1ccc(NS(=O)(=O)c2cccc(C(=O)NNC(=O)CNC(=O)c3ccc(C)cc3)c2)cc1,8,-8,6,23,-1,14,3,-8
Cc1nc(C(Cl)(Cl)Cl)nc2[nH]ccc(=O)c12,14,-1,6,10,4,-2,-3,6
CCOC(=O)c1ccccc1NC(=S)N1CCN(C(=O)c2ccco2)CC1,13,-1,-1,-2,3,-2,4,12
O=[N+]([O-])c1ccc(OCCOc2ccccc2/C=N/n2cnnc2)cc1,0,1,-5,-2,5,-3,9,-7
Cc1ccccc1NC(=O)C1COc2ccccc2O1 (stereo unspecified),-6,-7,1,8,-3,5,0,-1
Cn1ccnc1SCC(=O)c1ccc(O)cc1,-8,-7,0,-16,-11,26,-7,-11
COC(=O)[C@H](C)NC(=O)NC1CCN(Cc2ccccc2)CC1,4,7,4,24,-3,-6,-6,2
COc1ccc(C(=O)Nc2cc(C)c(NC(=O)c3ccccn3)cn2)cc1,-40,-4,8,-46,5,2,6,-67
CC(C)c1ccc(C2NC(=O)CCC2[N+](=O)[O-])cc1 (stereo unspecified),4,-11,4,7,-19,3,-2,-3
CCSc1nc2nc(C)cc(C)n2n1,-10,0,-10,-35,12,0,-5,0
Cn1c(COc2ccccc2O)[n+](C)c2ccccc21,-7,-7,4,-3,-1,6,-1,-2
Cc1ccc(-n2c(SCC(=O)NNC(=S)Nc3ccccc3)nc3ccccc3c2=O)cc1,9,-8,-3,6,0,-4,32,2
Cn1c(=O)cc(OCCCC(=O)N2CCCCC2)c2ccccc21,-10,-11,-1,39*,-4,-16,4,13
CCOc1ccc(S(=O)(=O)N2CCCCC2)cc1NC(=O)Cc1ccsc1,5,-1,4,33,-9,1,3,-2
Cc1csc(NC(=O)Cc2ccccc2[N+](=O)[O-])n1,-18,-5,-7,1,14,-1,-5,0
CCN1CCCC1CNC(=O)C(=O)NC1CC1 (stereo unspecified),17,-6,0,3,0,-1,0,-3
CCc1ccc(S(=O)(=O)Nc2ccncc2)cc1,-17,-9,-7,3,3,-14,12,-6
Cc1ccc(-n2nnnc2SCC(=O)NNC(=O)c2ccco2)cc1C,2,1,2,-4,-6,-2,10,-34
Cc1cc(C(=O)CSc2ccc(F)cc2)cc(C)c1O,-15,34,3,-52,4,17,-5,-41
CSc1ccccc1C(=O)Nc1c(C)cccc1C,5,-2,-2,-6,-7,10,13,-2
COC(=O)c1ccc(OCC(O)CN2C(=O)c3ccccc3C2=O)cc1 (stereo unspecified),-7,-2,7,14,8,-5,1,12
CC1(C)Oc2ccccc2OC1(O)c1ccc2ccccc2n1 (stereo unspecified),10,-1,-8,22,8,-1,-8,-8
CN(C)CCCn1c2c(c(SCC(=O)Nc3nccs3)nc1=O)CCC2,-5,-7,-2,-17,11,-5,5,-6
COc1cccc(CN2CCNC(=O)C2CC(=O)N(C)CC2CCOCC2)c1 (stereo unspecified),3,7,5,7,-16,0,5,-12
Cc1cc(/C=C(/C#N)c2nc3ccccc3[nH]2)c(C)n1-c1cccc([N+](=O)[O-])c1,-5,22,-9,10,22,4,4,1
O=C(COC(=O)C1CC1)c1c[nH]c2ccccc12,-48,-15,-6,-7,-2,-14,7,-12
C[C@]12C(=O)N(c3ccc(Br)cc3)C(=O)N1[C@@H]1c3ccccc3OC[C@@H]1[C@H]2c1ccccc1,6,12,-5,1,11,-2,11,-2
Cc1ccccc1Nc1nnc(SCC(=O)NC(=O)NCc2ccco2)s1,-3,-4,4,-7,11,2,13,-2
Cc1ccc(N2CC(C(=O)N3CCC(C(=O)Nc4nncs4)CC3)CC2=O)cc1 (stereo unspecified),12,-15,6,2,0,-2,11,-12

# This is a subset, so the mix of outcomes need not match the whole.
